High-throughput results (PubChem BioAssay)
Hsp70 inhibitors – Hsp70 inhibitors, probe displacement, primary screen, biochemical, fluorescence polarization (AID 583); Hsp70 fluorescence polarization probe displacement, mP; higher % means a stronger effect; displacement, % at 20 µM; hits with a dose series show IC50 in µM; 0.06% of 140,000 active; in the data active = displacement above about 50%;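 also: plate controls were vehicle for no effect and reference ligand for full effect; a part of the inactive calls stands beside numbers as strong as those of hits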
MKP-3 inhibition – inhibition of rat DUSP6 enzyme activity – biochemical, in vitro, primary screen (AID 425); recombinant MKP-3 phosphatase activity, fluorescence; higher % means a stronger effect; inhibition, % at 20 µM, or IC50 in µM where a hit was titrated; 0.17% of 110,000 active; in the data active = inhibition above about 50%;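 also: plate controls were vehicle for no effect and reference inhibitor for full effect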
* hit, by the source's call; · = not tested or not shown; & = joins results of further samples. Not all compounds are listed; count on the stated rates, not on these rows.

Order of results: Hsp70 inhibitors	MKP-3 inhibition
> Cc1cccc(-n2nc3c(c2NC(=O)c2ccc(Br)o2)CSC3)c1
 : ·	-3%
> Cc1ccccc1C(OCCN(C)C)c1ccccc1 (stereo not drawn)
 : 2.2%	-6%
> Cc1sc2nc(-c3ccc(-c4cccc([N+](=O)[O-])c4)o3)[nH]c(=O)c2c1C
 : -3.5%	3%
> CC(=O)Nc1cccc(NC(=O)c2c(-c3ccccc3)noc2C)c1
 : 4.3%	0%
> COC(=O)C1=C(C)N(c2ccc(C)c(C)c2)/C(=C\c2ccc(OCC(=O)Nc3ccccc3OC)cc2)C1=O
 : -3.3%	1%
> CCCNc1c(N)n(-c2ccccc2)c(=O)[nH]c1=O
 : 3.7%	·
> CC(NC(=O)c1cc2c(=O)n(C)c3ccccc3c2n1C)c1ccc2c(c1)OCCO2 (stereo not drawn)
 : -14%	-6%
> CCCc1[nH]nc2c1C(CCc1ccccc1)C(C#N)=C(N)O2 (stereo not drawn)
 : -2.3%	-11%
> Cc1ccc(OCC(=O)Nc2ccc(F)cc2F)c(C)c1
 : -2.9%	0%
> Cc1cccc(Nc2nc(N)nc(CN3CCN(Cc4ccc5c(c4)OCO5)CC3)n2)c1
 : 0.8%	0%
> O=C(Oc1nsnc1N1CCCCC1)N1CCOCC1
 : -4.6%	·
> Cc1ccc(-c2cnc(NC(=O)CCC(=O)N3CCCCC3)n2C)cc1
 : 5.7%	-7%
> COc1cc(OC)c(OC)cc1CN1CCN(Cc2cccnc2)CC1
 : -0.3%	0%
> O=C(c1ccc2ccccc2n1)N1CCN(c2ccccc2O)CC1
 : 1.7%	·
> CCOC(=O)C(CCOCCOc1c(C)cc(C)cc1C)C(=O)OCC
 : -3.8%	3%
> CCOc1ccc2nc(SCc3ccc(Cl)cc3)nc(C)c2c1
 : 4.7%	0%
> Cc1ccc(-c2nnc(SCC(=O)CC(=O)Nc3ccccc3)n2C)cc1
 : -2.8%	·
> O=C(N/N=C/c1ccc(O)cc1)C(O)C(O)C(=O)N/N=C/c1ccc(O)cc1 (stereo not drawn)
 : 6.4%	3%
> C/C(=N\NS(C)(=O)=O)c1ccccc1
 : 1.2%&-0.2%	0%
> CCCCOc1ccc(NC(=O)COc2ccccc2OC)cc1
 : -5.8%	1%
> O=C(NCCc1cn2ccsc2n1)C1CCCCC1
 : -6.5%	-7%
> CCOC(=O)C(CCCCCOc1cccc(Cl)c1)C(=O)OCC
 : -1.1%	2%
> CC(=O)c1cccc(NC(=S)NCc2ccccc2)c1
 : 1.6%	-4%
> CCS(=O)(=O)NCc1csc(-c2ccccc2)n1
 : -4.1%	-12%
> O=C(CSc1ncccn1)Nc1ccccc1
 : -1.5%	2%
> CC(=O)NN(c1ccccc1)C1CC(C)N(c2ccccc2)N1C(C)=O (stereo not drawn)
 : 3.3%	-3%
> N#C/C(=C\c1ccc(-c2ccc(Cl)cc2)o1)C(N)=O
 : -1.8%	4%
> Cc1ccc2c(c1)NCC(C(=O)NC1CCCCC1)O2 (stereo not drawn)
 : -1.3%	-1%
> Cc1ccc(OCC(=O)N/N=C\c2ccccc2C)cc1
 : 2.0%	0%
> COc1cc2c(cc1NC(=O)CC(C)=O)oc1ccccc12
 : -1.1%	4%

Reprinted from the listing (3 entries):
Order of results: Hsp70 inhibitors	MKP-3 inhibition
> Cc1cccc(-n2nc3c(c2NC(=O)c2ccc(Br)o2)CSC3)c1
 : ·	-3%
> Cc1ccccc1C(OCCN(C)C)c1ccccc1 (stereo not drawn)
 : 2.2%	-6%
> Cc1sc2nc(-c3ccc(-c4cccc([N+](=O)[O-])c4)o3)[nH]c(=O)c2c1C
 : -3.5%	3%

(continued)
Order of results: Hsp70 inhibitors	MKP-3 inhibition
> COC(=O)c1ccc(C)c(NC(=O)c2c(-c3ccccc3)noc2C)c1
 : -0.5%	4%
> CCOc1ccc(N2C(=O)CC(Nc3ccc(N4CCOCC4)cc3)C2=O)cc1 (stereo not drawn)
 : -1.6%	2%
> CCNC(=O)CSc1nnc(-c2cccc(S(=O)(=O)N(CC)CC)c2)n1CCc1ccccc1
 : 3.5%	·
> COc1ccc(C2CC(c3cc(Br)ccc3F)n3nnnc3N2)cc1 (stereo not drawn)
 : -2.5%	4%
> CC(=O)c1ccc(NC(=O)c2cnccn2)cc1
 : 9.3%	0%
> O=C(CSc1nc2sc3c(c2c(=O)[nH]1)CCCC3)N1CCCC1
 : 0.9%	2%
> CCCCOC(=O)c1cccc(NC(=O)c2cc3ccccc3oc2=O)c1
 : 0.1%	0%
> COc1ccc(/C=N/N=C2c3ccccc3-c3ccccc32)c(OC)c1
 : 2.0%	1%
> O=C(OC1CCCCC1)c1ccc2c(c1)C1C=CCC1C(C(=O)O)N2 (stereo not drawn)
 : ·	1.8µM*
> COc1cc(OC)cc(C(=O)N2CCN(C3CCC(c4ccccc4)CC3)CC2)c1 (stereo not drawn)
 : 5.1%	0%
> O=C(CC1(C(F)(F)F)NCCO1)c1cccs1 (stereo not drawn)
 : 4.3%	-1%
> C/C=C/C=C(\NC(=O)c1ccccc1)C(=O)O
 : -2.3%	0%
> CCC(=O)Nc1ccc2nc(C3CC3)n(Cc3ccccc3)c(=O)c2c1
 : 1.9%	-5%
> CC(=O)[C@H]1CC[C@H]2[C@@H]3CCC4=CC(=O)CC[C@]4(C)[C@H]3CC[C@]12C
 : -7.1%	2%
> CCOc1cccc(NC(=O)C2CCCN(S(=O)(=O)c3ccc(-n4cnnn4)cc3)C2)c1 (stereo not drawn)
 : -1.7%	2%
> OC1(CN2CCOCC2)C2CN3CCN(C2)CC1(c1ccccc1)C3 (stereo not drawn)
 : -0.6%	-6%
> COc1ccc2nc(NC(=S)NC(=O)c3ccc(Cl)cc3)sc2c1
 : 1.2%	1%
> CN(C)c1ccc(NC(=O)C(N)=O)cc1
 : ·	2%
> COc1ccc(OC)c(C2c3c(-c4ccccc4)n[nH]c3C(=O)N2c2ccccc2)c1 (stereo not drawn)
 : 1.5%	0%
> Cc1c(Cl)ccc2c1NC(=O)[C@]21N[C@@H](Cc2ccccc2)[C@H]2C(=O)N(c3ccc(F)cc3)C(=O)[C@H]21
 : 1.3%	·
> C=COCn1c2ccc(Cl)cc2c2cc(Cl)ccc21
 : 0.7%	2%
> COc1ccc(Cn2nnnc2C(c2ccc(F)cc2)N2CCN(C3CCCC3)CC2)cc1 (stereo not drawn)
 : 0.5%	-4%
> Cc1ccccc1NC(=S)NN1CCN(C)CC1
 : 4.5%	·
> CC1(C)NC(=O)N(CC(O)CNC23CC4CC(CC(C4)C2)C3)C1=O (stereo not drawn)
 : 3.0%	-2%
> COc1ccc(C2NC(=O)NC(O)(C(F)(F)F)C2C(=O)c2ccc(Br)cc2)cc1 (stereo not drawn)
 : 0.2%	2%
> CCSc1nc(O)c(Cc2ccccc2)c(=O)n1-c1ccc(C)cc1
 : 0.3%	4%
> CC(C)(C)c1csc(N/N=C/c2ccc(Br)cc2)n1
 : -2.6%	8%
> Brc1cnn(-c2nc(N3CCOCC3)nc(N3CCOCC3)n2)c1
 : -0.9%	2%
> COc1ccc(S(=O)(=O)NC(CC(=O)NCc2ccco2)c2ccco2)cc1 (stereo not drawn)
 : 3.5%	2%
> Cc1cc(C(=O)Nc2cccc3ncccc23)no1
 : 1.3%	4%
> OC(CNc1ccc(F)cc1)COc1ccc(OCC(O)CNc2ccc(F)cc2)cc1 (stereo not drawn)
 : 1.9%	2%
> Cc1ccc(S(=O)(=O)N(C)c2ccc(C(=O)O)cc2)cc1
 : 0.1%	-3%
> CCCCc1c(C)nc(N/N=C/c2c(F)c(F)c(F)c(F)c2F)[nH]c1=O
 : 14%	2%
> Cc1ccc(NC(=O)CN(C)C(=O)CCCN2C(=O)c3ccccc3C2=O)cc1
 : 2.2%	-11%
> O=C(COC(=O)c1cccnc1Cl)c1cccc(Cl)c1
 : 4.2%	·
> CNc1nc(OCCNC(=O)Nc2ccccc2)nc(N2CCOCC2)n1
 : -1.7%	·
> CCOC(=O)c1cc(-c2nnc(-c3ccc(Oc4ccccc4)cc3)o2)c(C)nc1C
 : -5.3%	-12%
> CCOc1cccc(N2C(=O)NC(=O)/C(=C\c3ccc(Sc4ccccc4)o3)C2=O)c1
 : -1.8%	3%
> CCOC(=O)c1ccccc1NC(=O)c1ccccc1N(C)S(C)(=O)=O
 : 5.6%	3%
> CCOC(=O)c1[nH]c(C)c(C(=O)NCCc2ccc(OC)cc2)c1C
 : 9.5%	12%
> CCOC(=O)C1=C(c2ccccc2)N=C2SCC(=O)N2C1c1ccc2c(c1)OCO2 (stereo not drawn)
 : -5.3%&-0.5%	-6%&1%
> O=C(NCc1ccco1)C(c1ccncc1)N(CCC1=CCCCC1)C(=O)Cn1nnc2ccccc21 (stereo not drawn)
 : 1.0%	-8%
> COc1ccc(CCn2c(SCC(=O)Nc3cc(C)on3)nc3ccsc3c2=O)cc1OC
 : -0.5%	-2%
> CCOC(=O)N1CCN(c2ncnc3c2cnn3-c2ccc(Cl)cc2)CC1
 : 4.7%	-11%
> Cc1cc(C)n(C2CC(=O)N(c3ccccc3)C2=O)n1 (stereo not drawn)
 : 0.2%&0.4%	3%
> Cc1nn(C)c(C)c1S(=O)(=O)N1CCC(C(=O)NC(C)c2ccccc2)CC1 (stereo not drawn)
 : -0.7%	1%
> Cc1ccc(C(=O)Nc2ccc(N3CCOCC3)c(Cl)c2)cc1C
 : -1.9%	6%
> CNC(=O)CSc1nc(-c2ccccc2)c(-c2ccccc2)[nH]1
 : -1.0%	·
> COC(=O)c1cc2nc(-c3ccc(Br)cc3)cc(C(F)(F)F)n2n1
 : -3.9%	2%
> Cc1ccc(S(=O)(=O)NCC2CCC(C(=O)NCc3ccco3)CC2)cc1 (stereo not drawn)
 : 4.1%	5%
> Clc1ccccc1CSc1nc2ccccc2o1
 : -2.8%	1%
> O=C(c1ccc(=O)oc1)N1CCN(C(c2ccccc2)c2ccccc2)CC1
 : 1.9%	-5%
> Cc1cccc(C)c1NC(=O)CCCN1CC(C)OC(C)C1 (stereo not drawn)
 : -0.4%	·
> CCOC(=O)C1C(=O)C(C(C)=O)C(=O)CC1CC(C)SCC (stereo not drawn)
 : 4.3%	·
> COc1ccc(NC(=O)C2C3CCC4C(CCC32)C4(Cl)Cl)cc1 (stereo not drawn)
 : -3.0%	5%
> COc1ccc(C2/C(=C(/O)c3ccc(Cl)cc3)C(=O)C(=O)N2C)c(OC)c1 (stereo not drawn)
 : 1.5%	-3%
> CC1=C(C(=O)Nc2ccc(C)cc2)C(c2ccc(F)cc2)NC(=O)N1 (stereo not drawn)
 : -1.6%	-2%
> Cc1cc(NCCO)c2ccccc2n1
 : 3.5%	·
> COc1ccc(OC)c(NC(=O)CSc2ccc3ccccc3c2)c1
 : 1.0%	·
> CCn1c(SCC(=O)Nc2ccccc2C)nnc1-c1ccccc1O
 : 1.4%	-2%

(list continues)
Order of results: Hsp70 inhibitors	MKP-3 inhibition
> Cc1nc2nc[nH]n2c(=O)c1NC(=O)c1cccc(OCC(C)C)c1
 : 13%	-9%
> O=C(N=Nc1c(O)[nH]c(=O)[nH]c1=O)c1ccc2c(c1)OCO2
 : -1.5%	2%
> CCCN1CCN(CCCNC(=O)C2CCCN(c3nnc(-n4cccc4)s3)C2)CC1 (stereo not drawn)
 : 1.4%	0%
> CC1CCN(C(=O)C2CC(c3ccc(F)cc3)=NO2)CC1 (stereo not drawn)
 : -0.9%	-2%
> CC(=O)NC(CC(C)C)C(=O)NC(=O)NCc1ccccc1 (stereo not drawn)
 : 4.1%&-4.2%	0%&0%
> COc1ccc(-c2c(C)oc3c(CN4CCN(C)CC4)c(O)ccc3c2=O)cc1
 : 2.2%	2%
> O=C(Cc1nc(-c2ccc(Br)s2)cs1)NCCN1CCOCC1
 : 3.3%	-14%
> Cn1c(CSc2nc3ccccc3s2)n[nH]c1=S
 : 8.7%	10%
> Cc1nn2c(-c3ccco3)nnc2c2ccccc12
 : 3.9%	-8%
> CC1CCC2(CC1)N=C(N)Nc1nc3ccccc3n12 (stereo not drawn)
 : 1.6%	·
> CCOC(=O)c1ccc(COC(=O)c2cc3ccccc3oc2=O)o1
 : 6.3%	-2%
> O=c1c2ccccc2nc2c3ccccc3c(NCCN3CCOCC3)nn12
 : 6.5%	·
> O=C(Cc1nnc(NC(=O)Nc2ccc(Cl)cc2)s1)NCc1ccccc1
 : 3.4%	0%
> O=C(OC1CCOC1=O)c1cc(-c2ccc(Cl)cc2)nc2ccccc12 (stereo not drawn)
 : -2.8%	·
> CCOc1cc(C=O)cc(I)c1OCc1ccc([N+](=O)[O-])cc1
 : 3.1%	6%
> Cc1cc(NC(=O)CCN2C(=O)/C(=C\c3cccs3)SC2=S)no1
 : -5.4%	2%
> O=C(CCn1cccc1)Nc1cc(F)ccc1F
 : -0.4%	0%
> CC(C)OC(=O)C(C#N)c1nc2ccccc2nc1N1CCN(Cc2ccccc2)CC1 (stereo not drawn)
 : 13%	0%
> CCCCSc1nnc2[nH]c(=O)cc(N)n12
 : 2.5%	·
> S=C(NN=C1CCCCCC1)Nc1ccc(Cl)cc1
 : 2.0%	·
> COC(=O)CSc1nnc(C)n1-c1cccc(C#N)c1
 : -4.6%	-11%
> COc1ccc(N2CC(C(=O)Nc3ncccc3C)CC2=O)cc1 (stereo not drawn)
 : -0.8%	-5%
> CCN1C(=O)/C(=C2/Sc3ccc(OC)cc3N2C)SC1=Nc1ccc(C(C)=O)cc1
 : ·	-5%

Six entries from above, ordered by the value under Hsp70 inhibitors, falling.
Order of results: Hsp70 inhibitors	MKP-3 inhibition
> Cc1nc2nc[nH]n2c(=O)c1NC(=O)c1cccc(OCC(C)C)c1
 : 13%	-9%
> O=c1c2ccccc2nc2c3ccccc3c(NCCN3CCOCC3)nn12
 : 6.5%	·
> O=C(Cc1nnc(NC(=O)Nc2ccc(Cl)cc2)s1)NCc1ccccc1
 : 3.4%	0%
> CCOc1cc(C=O)cc(I)c1OCc1ccc([N+](=O)[O-])cc1
 : 3.1%	6%
> CCCN1CCN(CCCNC(=O)C2CCCN(c3nnc(-n4cccc4)s3)C2)CC1 (stereo not drawn)
 : 1.4%	0%
> O=C(CCn1cccc1)Nc1cc(F)ccc1F
 : -0.4%	0%
